PTEN del growth = PTEN-deleted cell growth suppression; HCT116 PTEN-null viability, CellTiter-Glo, 60 h; stronger effect = lower value; viability, % at 10 µM; 1.2% of 140,000 active; AID 827;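 active = viability at or below a set limit, 4 SD under the median of all tested compounds, cut at about 3.7% in these data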;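 note: PTEN knockout HCT116 line with beta catenin targeted HCT116 as companion control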
Measles CPE = protection of cells from measles virus | Measles virus-infected cells, CPE protection, absorbance | protection (pct of control), % at 4 µM | 1.5% of 140,000 active; in the data active = protection mostly above about 24%, no sharp cut-off; inactive = mostly below about 26%; note: some compounds called inactive have numbers as strong as hits
GALR2 antag = antagonists of human galanin receptor 2 (GALR2) | AID 828 | GALR2-expressing cells, antagonist mode | 0.39% of 140,000 active | inhibition, % at 4 µM; in the data active = inhibition above about 27%;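 note: cells stimulated with galanin 1-16 at roughly its EC80; 0% = agonist challenge control and 100% = basal control without agonist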
Target sequence (O43603 whole entry, looked up): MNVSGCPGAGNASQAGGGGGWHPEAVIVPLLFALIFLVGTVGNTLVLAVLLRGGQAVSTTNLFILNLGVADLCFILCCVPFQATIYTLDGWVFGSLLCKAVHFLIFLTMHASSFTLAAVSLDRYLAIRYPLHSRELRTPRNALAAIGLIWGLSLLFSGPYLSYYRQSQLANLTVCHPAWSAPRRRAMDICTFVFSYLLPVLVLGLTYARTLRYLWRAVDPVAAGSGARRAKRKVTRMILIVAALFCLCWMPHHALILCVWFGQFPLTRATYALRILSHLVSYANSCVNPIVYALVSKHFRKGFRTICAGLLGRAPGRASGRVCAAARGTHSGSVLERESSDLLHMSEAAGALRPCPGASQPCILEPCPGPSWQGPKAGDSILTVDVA
HCT116 bCat-KO = beta-catenin-lacking colon tumor cell growth suppression. viability, % at 10 µM. AID 818. HCT116 beta-catenin knockout viability, CellTiter-Glo, 60 h; stronger effect = lower value. 1.5% of 140,000 active;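 active = viability at or under a set limit, the compound median less 4 SD, cut at about 6% in these data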;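 note: 0% = Hyamine 1622 control at 20 µM and 100% = untreated cell control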
NPY Y2 blocker = blocks the human neuropeptide Y Y2 receptor. P49146. NPY-Y2 expressing cells, antagonist mode. inhibition, % at 2.7 µM. 0.99% of 140,000 active. AID 793; in the data active = inhibition above about 17%;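 note: 0% = vehicle with agonist challenge and 100% = reference antagonist with challenge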
Target sequence (P49146 whole entry, looked up): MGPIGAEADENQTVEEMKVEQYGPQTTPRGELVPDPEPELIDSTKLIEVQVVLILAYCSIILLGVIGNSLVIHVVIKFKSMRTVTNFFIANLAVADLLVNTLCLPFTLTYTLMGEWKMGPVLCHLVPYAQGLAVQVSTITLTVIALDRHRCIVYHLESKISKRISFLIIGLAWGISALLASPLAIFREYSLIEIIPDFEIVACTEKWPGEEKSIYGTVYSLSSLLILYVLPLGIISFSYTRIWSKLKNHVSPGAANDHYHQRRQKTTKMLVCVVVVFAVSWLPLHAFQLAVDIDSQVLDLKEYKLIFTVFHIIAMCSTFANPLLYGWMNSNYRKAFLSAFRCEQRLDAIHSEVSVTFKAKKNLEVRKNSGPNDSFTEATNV
Yeast life ext = extends the lifespan of yeast; S. cerevisiae growth with nicotinamide, OD615; deaD strain in restrictive glucose medium; inhibition of the nicotinamide effect, % at 10 µM; 0.68% of 130,000 active; AID 775;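 active = inhibition above a set limit, placed 3 SD over the median of all compounds, cut at about 26% in these data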;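 note: 0% = nicotinamide-treated wells and 100% = cells grown without nicotinamide; some compounds called inactive have numbers as strong as hits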
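Test system: DeaD-strain S. cerevisiae / Buffer or medium: restrictive glucose medium / Also added: nicotinamide 1.5 mM / Doses: one concentration, 10 µM, DMSO 0.25% / Schedule: 48 h at 30 °C / Signal: OD615 measurement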
Phagocyt inh = inhibitors of macrophage phagocytosis | J774A.1 macrophage IgG-bead phagocytosis, imaging | inhibition, % at 5 µM | 0.07% of 110,000 active | AID 1029;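 active = inhibition above the mean of the plate negative controls plus 5 SD, cut at about 13% in these data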;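 note: phagocytic index as fraction of beads internalized from green versus red external bead signal; plate controls were DMSO negative control for no effect and cytochalasin-D positive control for full effect; some results beyond the cut were filed as inactive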
E-sel TNF inh = blocks E-selectin expression induced by TNF alpha | AID 1246 | inhibition, % at 2 µM | HUVEC TNFa-induced E-selectin immunofluorescence, high content | 0.71% of 120,000 active;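 active = inhibition above the batch mean plus 3 SD, and confirmed as a hit on visual image review, cut at about 43% in these data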;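 note: 0% = TNF-stimulated DMSO wells and 100% = unstimulated control wells; not every result past the cut was called active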
Yeast growth inh = chemicals that inhibit yeast BB579 growth in restrictive medium (lifespan-shortening candidates) | 0.51% of 140,000 active | S. cerevisiae BB579 growth, OD615, 48 h | AID 804 | inhibition, % at 10 µM;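 active = inhibition above a set limit, 3 SD over the mean compound inhibition, cut at about 44% in these data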; note: inactives centre near -24
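System: DeaD yeast strain BB579; buffer or medium: CSMM-D dextrose restrictive medium; technique: OD at 615 nm; schedule: 4 h cell preincubation, 48 h compound exposure, 30 °C humidified; doses: single 10 µM dose; controls: amphotericin B 10 µg/mL, positive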
MRP-1 activ = activators of MRP-1; H69AR cells + doxorubicin, viability rescue, CellTiter-Glo; 0.61% of 140,000 active; viability increase, % at 10 µM;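 active = viability gain under doxorubicin at or above a set limit, the compound median plus 3 SD, cut at about 4.7% in these data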;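 note: MRP-1 overexpressing cells given doxorubicin 25 µM after compound pretreatment; 18-22 h compound pretreatment then 72 h with doxorubicin before readout; 0% = doxorubicin-only wells and 100% = vehicle-treated cells without doxorubicin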
Active calls of the source: *; nt = not tested or not shown.

item | compound | PTEN del growth | Measles CPE | GALR2 antag | HCT116 bCat-KO | NPY Y2 blocker | Yeast life ext | Phagocyt inh | E-sel TNF inh | Yeast growth inh | MRP-1 activ
1 | CC1=C(C(=O)Nc2ccccc2)C(c2cccc([N+](=O)[O-])c2)Nc2nc3ccccc3n21 (stereo not given) | 70 | 6 | -10 | 70 | 0 | -11 | -3 | 2 | -24 | -6.5
2 | COC(=O)C1=C(C)N(Cc2ccco2)C(=O)/C1=C\c1ccc(N(C)C)cc1 | 59 | 20 | 2 | 52 | -1 | 7 | 0 | -10 | -25 | -4.6
3 | COc1cc(NC(=O)c2ccc(-c3ccc(Br)cc3)o2)ccc1NC(=O)C(C)C | 64 | 15 | 2 | 62 | 4 | -13 | 0 | 11 | -44 | 1.8
4 | COc1cccc(C(=O)Nc2ccc(N3CCCC3)cc2)c1 | 16 | 1 | -5 | 12 | -1 | -3 | 4 | -1 | -27 | -4.1
5 | CC(C)Oc1ccc(C(=O)NC2(C(F)(F)F)NC(=O)N(CCCc3ccccc3)C2=O)cc1 (stereo not given) | 79 | 13 | -1 | 86 | 3 | 2 | nt | 25 | -43 | -2.5
6 | O=C(CSCc1cccc(CSCC(=O)Nc2ccccc2)n1)Nc1ccccc1 | 89 | 3 | -6 | 89 | 3 | -8 | 0 | 2 | -52 | -1.0
7 | C=CCOC(=O)C1=C(C)NC(SC)=C(C#N)C1c1cccs1 (stereo not given) | 23 | 2 | 7 | 25 | 2 | -18 | nt | -14 | -55 | -6.4
8 | COc1ccc(NC(=O)CN(c2cc(C)cc(C)c2)S(=O)(=O)c2c(C)noc2C)cc1OC | 87 | 19 | 7 | 80 | 5 | 7 | 0 | -43 | -11 | -1.8
9 | c1nc2nc3c(c(N4CCOCC4)n2n1)CCCC3 | 87 | 21 | 0 | 85 | 1 | -3 | 1 | nt | -33 | -0.4
10 | Cc1ccc(NC(=O)COC(=O)CNC(=O)c2cccc([N+](=O)[O-])c2)cc1S(=O)(=O)N1CCCCCC1 | 88 | 7 | -9 | 87 | 0 | -1 | -6 | nt | -48 | -1.1
11 | COc1ccc(NC(=O)CSc2nnc(Cc3cccn3C)n2-c2ccc(F)cc2)cc1 | 92 | 6 | -4 | 88 | 1 | -5 | 0 | nt | -16 | 0.1
12 | Cc1ccc(-c2cc(C(=O)NN=C3CCCC3)c3ccccc3n2)cc1 | 66 | 19 | 12 | 72 | 2 | -26 | nt | -39 | 16 | -2.0
13 | C[C@]12CC[C@@H]3c4ccc(O)cc4CC[C@H]3[C@@H]1CCC2=O | 75 | 8 | 12 | 78 | 0 | -1 | nt | -20 | -35 | -3.1
14 | CCOC(=O)Cn1ncc(-c2ccccc2)c1N | 100 | 28 | 1 | 102 | 3 | -6 | nt | -27 | -25 | -2.6
15 | COc1cc2c(cc1OC)CN(C(=O)CSc1n[nH]c(N)n1)CC2 | 94 | 16 | 3 | 104 | 2 | -7 | 2 | -21 | -41 | 0.0
16 | Cc1cc(NC(=O)c2noc3c2CCCC3)n(-c2ccccc2)n1 | 97 | 10 | 12 | 98 | 2 | -4 | 0 | 9 | 8 | -1.2
17 | CC(C)[C@H](NS(=O)(=O)c1cccc(Cl)c1)C(=O)OCC(=O)N1CCN(c2ccccc2)CC1 | 74 | 21 | -8 | 81 | 1 | 1 | -7 | nt | -42 | -0.5
18 | O=c1nc2n(c3sc4c(c13)CCCC4)C(CBr)CS2 (stereo not given) | 89 | 15 | 3 | 90 | 3 | 3 | -1 | 1 | -31 | -3.5
19 | COc1ccc(OC)c(C(=O)CSc2nnc(Cc3cccs3)n2CCc2ccccc2)c1 | 74 | 3 | 2 | 83 | 12 | 3 | nt | 17 | -41 | -2.5
20 | Cn1nc(C(=O)NCCN2CCOCC2)c2ccccc2c1=O | 107 | 21 | -9 | 106 | 1 | -18 | 1 | 1 | -40 | -0.8
21 | CC(C)Nc1nc(NC(C)C)nc(C(N)=O)n1 | 103 | 20 | -7 | 90 | 0 | 8 | -2 | 41 | -59 | -1.0
22 | Cc1ccc2nc3c(nc2c1)-c1ccccc1C3=O | 75 | 10 | 10 | 75 | 1 | -9 | 0 | -35 | 59* | -2.5
23 | CC(=O)NC(NC(=S)Nc1ccc(N=Nc2ccccc2C)cc1C)C(Cl)(Cl)Cl (stereo not given) | 57 | 5 | -7 | 85 | 0 | -21 | 4 | -9 | -39 | -5.2
24 | CSc1nsc(SC)c1NC(=O)N1CCCCC1 | 97 | 12 | 1 | 97 | 7 | -3 | 0 | 17 | -17 | -2.6
25 | O=C(CCn1cnc(-c2ccccc2)c1-c1ccccc1)N/N=C/c1ccc(O)cc1 | 36 | 6 | 6 | 35 | 2 | -11 | -1 | nt | -32 | -4.5
26 | Cc1nnn(-c2nonc2N)c1C(=O)N/N=C/c1ccccc1O | 15 | 2 | 11 | 19 | 3 | 0 | -2 | nt | 3 | -1.2
27 | O=C(Nc1nc2ccccc2s1)C1CCCN1S(=O)(=O)c1ccc(Cl)cc1 (stereo not given) | 79 | 2 | 3 | 80 | -4 | 8 | 0 | -9 | -34 | -0.2
28 | COc1ccc(Cl)cc1NC(=S)NCc1ccccn1 | 89 | 11 | 1 | 98 | 3 | -9 | -10 | 4 | -3 | -2.1
29 | C=CCn1c(CNc2ccc(C)cc2)nnc1SCC(=O)N/N=C/c1ccc(O)cc1 | 101 | 1 | 6 | 99 | 0 | -7 | 1 | -9 | -16 | -0.5
30 | COc1ccccc1NC(=O)CCC(=O)Nc1nnc(C(F)(F)F)s1 | 103 | 4 | -3 | 95 | 2 | -8 | -1 | nt | -56 | 0.1
31 | O=C(c1ccccc1)C(C(=O)N1CCc2ccccc2C1)n1ccccc1=O (stereo not given) | 90 | 7 | -1 | 86 | 2 | 16 | -2 | -14 | -29 | -1.5
32 | Cc1ccnc(N2C(=O)c3ccccc3C2Nc2ccccc2Cl)c1 (stereo not given) | 89 | 2 | 3 | 90 | 1 | -7 | nt | 4 | -28 | -1.3
33 | Cc1ccc2c(c1)N(CCCC(=O)NCc1ccc3c(c1)OCO3)C(=O)CO2 | 88 | 4 | -8 | 96 | 1 | 4 | nt | -8 | -25 | -3.0
34 | O=C(Cn1cnc2c(nnn2Cc2ccc(F)cc2)c1=O)NCC1CCCO1 (stereo not given) | 102 | 5 | 6 | 98 | 4 | nt | nt | 3 | 19 | -0.9
35 | CCC(=O)Nc1cc(Cl)ccc1N1CCN(C(=O)CC)CC1 | 85 | 11 | 5 | 93 | 12 | -6 | -1 | -43 | -56 | -1.4
36 | COc1ccc(C(C)=O)cc1CSc1nnc(C)n1-c1ccccc1 | 106 | 33 | -2 | 98 | -1 | -3 | -6 | 1 | -6 | -1.0
37 | COc1cc(N)ccc1NC(=O)c1cccs1 | 91 | 14 | 3 | 100 | 5 | -11 | 1 | 32 | 7 | -0.9
38 | O=C(N/N=C/C=C\c1ccccc1[N+](=O)[O-])c1cc(-c2ccccc2)nc2ccccc12 | 37 | 21 | 9 | 25 | 0 | -2 | -13 | 1 | -41 | -3.4
39 | Nc1cc(Cl)c(N)cc1Cl | 92 | 24 | 1 | 91 | -1 | -10 | 0 | 8 | 9 | -2.5
40 | CCOC(=O)N1CCN(C(=O)c2ccccc2Oc2ccccc2)CC1 | 105 | 5 | -6 | 98 | 1 | 1 | 1 | nt | -55 | -0.7
41 | [O-][n+]1cccc2ncc3cscc3c21 | 104 | 5 | 15 | 100 | -1 | 0 | 0 | nt | -3 | -1.2
42 | COC(=O)C1=C(O)/C(=C\c2cc(C)n(-c3ccccc3C)c2C)N=C1C | 103 | 11 | 1 | 99 | -1 | -10 | -1 | 7 | -20 | 0.0
43 | COCC(=O)Nc1nc2ccc(C)cc2s1 | 98 | 14 | 12 | 94 | 7 | -8 | 3 | -28 | -22 | -0.4
44 | CCCCOc1ccc(C(=O)Nc2ccc(S(=O)(=O)Nc3cc(C)on3)cc2)cc1OC | 93 | 9 | -12 | 100 | -4 | -10 | 0 | -26 | -54 | -1.9
45 | COc1ccc(CCCC(=O)NC(C)c2ccccc2)cc1 (stereo not given) | 103 | 11 | 1 | 96 | 1 | 5 | -2 | 8 | -24 | 0.1
46 | CCN(CC)CCCCOc1ccccc1OC | 102 | 5 | 3 | 100 | 1 | 1 | 0 | 6 | -4 | -0.8
47 | COc1ccc(C(=O)N2CCN(C(=O)Cc3ccccc3)CC2)cc1OC | 93 | 2 | -2 | 88 | 1 | -7 | -2 | 17 | 4 | -0.4
48 | COc1ccc2c(c1)C(c1ccc(N3CCOCC3)cc1)=NNC(c1cccnc1)=N2 | 103 | 45 | 2 | 100 | 3 | -3 | -10 | nt | -29 | -2.8
49 | O=C(Nc1ccccc1Cl)N1CCN(c2ncccn2)CC1 | 109 | 5 | -4 | 110 | 0 | -9 | nt | -4 | -10 | -0.1
50 | CNC(CC(=O)c1ccc([N+](=O)[O-])cc1)C(Cl)(Cl)Cl (stereo not given) | 3.4* | 5 | 1 | 2.6* | 1 | -12 | nt | nt | -44 | -5.0

New compounds follow.
item | compound | PTEN del growth | Measles CPE | GALR2 antag | HCT116 bCat-KO | NPY Y2 blocker | Yeast life ext | Phagocyt inh | E-sel TNF inh | Yeast growth inh | MRP-1 activ
51 | C=C(C)c1cccc(C(C)(C)NC(=O)NC2CCCC2)c1 | 83 | 2 | 8 | 89 | -1 | 5 | nt | -33 | -6 | 0.1
52 | O=C(Nc1cn(-c2ccccc2)nc1-c1ccc(Cl)cc1)c1ccccc1 | 67 | 6 | 1 | 76 | 13 | -4 | -4 | nt | -32 | 0.1
53 | CCOC(=O)c1ccc(NC(=O)NC2CC3CCC(C2)N3Cc2nnnn2C(C)(C)C)cc1 (stereo not given) | 90 | 13 | -10 | 89 | 3 | -8 | 0 | -11 | -16 | -1.3
54 | Cc1ccc(C)c(N2CCN(CC3CC=CCC3)CC2)c1 (stereo not given) | 79 | 3 | -14 | 84 | 7 | -2 | nt | 2 | 22 | -3.7
55 | CNc1nc(NC)nc(-n2c(C(F)(F)F)nc3ccccc32)n1 | 86 | 12 | -7 | 104 | 3 | -18 | 3 | -31 | -47 | 0.4
56 | CNC(=O)c1ccc2snnc2c1 | 105 | 30 | 2 | 102 | 2 | -9 | 0 | 23 | -14 | -1.9
57 | CCc1c(C)nc2[nH]nc(NC(=O)C(F)(F)F)n2c1=O | 97 | 51* | 1 | 99 | 7 | 4 | 0 | nt | 5 | -2.8
58 | CCOC(=O)C1=C(C(F)(F)F)Nc2ncnn2C1c1cccc(OC)c1OC (stereo not given) | 94 | 20 | -7 | 103 | 1 | 3 | nt | -3 | -26 | -1.4
59 | COc1ccc(/C=N\NC(=S)SCN2C(=O)C3CCC(C)(C2=O)C3(C)C)cc1 (stereo not given) | 88 | 19 | -9 | 90 | 5 | nt | nt | -20 | 5 | 4.3
60 | Cc1ccc2c(c1)c1c(n2CC(O)Cn2c(C)nc3ccccc32)/C(=N\O)CCC1 (stereo not given) | 34 | 12 | -21 | 39 | 1 | -24 | 0 | -2 | -43 | -6.5
